NADH coupling = inhibitors of PK/LDH coupling enzymes, profiling panel, artefact control, biochemical, MLSMR library; coupled PK/LDH NADH assays, four targets; IC50, µM (highest dose often 10 µM), inactives show at the highest dose inhibition; actives 0.02% (n = 65,000);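 active = single-dose screening hits from any of four coupled enzyme assays that gave an IC50 when retested across doses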;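 also: the DPM-DC format reads NADH fluorescence rather than 340 nm absorbance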
5HT1a antag = human 5-HT1a receptor antagonists, primary screen, cell-based, CHO, Ga15 NFAT-bla reporter. 5-hydroxytryptamine receptor 1A (Homo sapiens), P08908. CHO 5-HT1a Ga15 NFAT-bla reporter, antagonist mode. inhibition, % at 10 µM. actives 0.68% (n = 62,000);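 active = inhibition above the mean of all tested compounds plus 3 SD, cut at about 43% in these data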;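 also: receptor stimulated by 5-CT agonist at 100 nM near EC80; beta-lactamase reporter measured by ratiometric fluorescence of a cleavable substrate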
Abs 340nm = compound light absorbance at 340 nm, profiling panel, artefact control, biochemical, MLSMR library, data from PS, PMK, MK assays | fold change at 10 µM | 65,000 tested, under 10 active | compound absorbance at 340 nm, fold over control;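 active = at 10 µM dose, initial 340 nm absorbance at least 2 fold that of control wells; inactive = change under 2 fold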;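 also: initial absorbance extrapolated from kinetic A340 decline of NADH oxidation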
HTR1A agonist = human 5-HT1a receptor agonists, primary screen, cell-based, CHO, Ga15 NFAT-bla reporter; CHO 5-HT1a Ga15 NFAT-bla reporter, FRET ratio; 0% basal, 100% maximal reference agonist; activation, % at 10 µM; actives 0.56% (n = 65,000);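 active = activation above the screen-wide mean activation plus 3 SD, cut at about 19% in these data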;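 also: 0% = DMSO wells and 100% = 5-CT at EC100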
MMP-13 inhibitor = human MMP13 inhibitors, primary screen, biochemical, FRET peptide cleavage. Collagenase 3 (Homo sapiens), P45452. inhibition, % at 4 µM. MMP-13 fTHP FRET cleavage, Mca fluorescence. actives 0.07% (n = 65,000). AID 570, 2006;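 active = inhibition above the mean of compound-free control plate wells plus 3 SD, cut at about 14% in these data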;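 also: 0% = DMSO wells and 100% = wells with reference MMP-13 inhibitor after basal subtraction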
TNAP act mid DEA = human TNAP enzyme activators, primary screen, biochemical, luminescent, intermediate phosphate acceptor level; purified TNAP, CDP-star luminescence, 100 mM DEA, 30 min; hits give high values; scale: 0 levamisole-inhibited, 1 vehicle-only enzyme; 64,000 tested, under 10 active; activation factor at 20 µM; AID 813, 2007;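 active = activation factor of at least 2 at 20 µM, relative to controls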
Target sequence (P05186 whole entry, looked up): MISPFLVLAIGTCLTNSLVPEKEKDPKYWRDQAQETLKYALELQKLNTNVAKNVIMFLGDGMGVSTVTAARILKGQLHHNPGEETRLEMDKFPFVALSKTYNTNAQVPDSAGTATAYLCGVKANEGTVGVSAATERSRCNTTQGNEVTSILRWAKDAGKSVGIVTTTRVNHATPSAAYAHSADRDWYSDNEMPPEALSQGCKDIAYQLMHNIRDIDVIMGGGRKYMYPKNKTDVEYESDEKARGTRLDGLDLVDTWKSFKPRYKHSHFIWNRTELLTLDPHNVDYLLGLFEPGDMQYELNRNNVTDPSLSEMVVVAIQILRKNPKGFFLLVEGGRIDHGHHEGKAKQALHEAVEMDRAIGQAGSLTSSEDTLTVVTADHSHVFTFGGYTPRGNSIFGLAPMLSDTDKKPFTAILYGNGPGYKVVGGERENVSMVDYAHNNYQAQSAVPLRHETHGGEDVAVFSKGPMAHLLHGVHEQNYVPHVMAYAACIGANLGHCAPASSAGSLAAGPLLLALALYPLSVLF
RORA act = activators of orphan receptor RORA, primary screen, cell-based, luminescence; Nuclear receptor ROR-alpha (Homo sapiens), P35398; AID 560, 2006; actives 1.5% (n = 65,000); CHO-K1 Gal4-RORA LBD luciferase reporter; percent increase over mock-subtracted basal signal; activation, % at 10 µM;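 active = activation above the mean of all tested compounds plus 3 SD, cut at about 49% in these data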;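 also: 0% = DMSO-treated RORA cells and 100% = added signal equal to DMSO minus mock-transfected cells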
Target sequence (P35398 whole entry, looked up, the tested form may be a part): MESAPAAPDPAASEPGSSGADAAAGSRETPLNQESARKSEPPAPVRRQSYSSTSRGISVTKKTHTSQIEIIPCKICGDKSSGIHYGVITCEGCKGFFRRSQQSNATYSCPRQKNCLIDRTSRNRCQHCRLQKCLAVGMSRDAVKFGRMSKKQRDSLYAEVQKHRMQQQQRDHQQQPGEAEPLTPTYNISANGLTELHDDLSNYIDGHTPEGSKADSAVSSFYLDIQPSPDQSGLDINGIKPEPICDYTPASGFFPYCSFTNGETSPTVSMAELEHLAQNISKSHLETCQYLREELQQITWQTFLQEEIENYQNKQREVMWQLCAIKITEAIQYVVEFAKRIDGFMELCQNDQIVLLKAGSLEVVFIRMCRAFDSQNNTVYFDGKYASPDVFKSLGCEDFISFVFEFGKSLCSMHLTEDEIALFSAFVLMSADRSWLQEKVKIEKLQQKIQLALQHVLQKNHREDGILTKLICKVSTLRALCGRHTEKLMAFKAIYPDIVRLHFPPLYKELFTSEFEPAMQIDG
Autofluor 339 = intrinsic fluorescence of library compounds, ex339/em460 – biochemical, MLSMR library, data from DPM-DC assay, artefact control, profiling panel; AID 709, 2007; fluorescence fold increase at 10 µM; actives 5.5% (n = 65,000); compound autofluorescence, ex339/em460 nm, NADH buffer; hits give high values; 1 = no-compound wells, NADH background;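 active = at 10 µM, mean starting fluorescence two-fold or more over control wells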;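 also: signal is the first read of a kinetic run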
SF-1 act = activators of human SF-1, primary screen, cell-based, CHO-K1, Gal4-SF-1 LBD, luciferase luminescence. actives 1.9% (n = 65,000). activation, % at 10 µM. AID 522, 2006. CHO-K1 Gal4-SF-1 LBD luciferase reporter; % increase over DMSO SF-1-specific signal;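 active = activation above the mean activation of all tested compounds plus 3 SD, cut at about 50% in these data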
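Material: CHO-K1 cells with Gal4–hSF-1 LBD chimera plus Gal4-driven luciferase / Input: 4,000 CHO-K1 cells per well / Incubation: compound exposure 20 h at 37 °C / Signal: luminescence read 15 min after SteadyLite luciferase reagent, after room-temperature equilibration / Read-out: percent activation versus DMSO / Benchmarks: DMSO negative control and −SF1 background wells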
The depositor's hits bear a star; · = not tested or not shown; [ ] = remark or other dose.

SMILES | NADH coupling | 5HT1a antag | Abs 340nm | HTR1A agonist | MMP-13 inhibitor | TNAP act mid DEA | RORA act | Autofluor 339 | SF-1 act
Cc1ccc(S(=O)(=O)c2cc3c(=O)n4cccc(C)c4nc3n(CC3CCCO3)c2=N)cc1 (configuration not stated) | 10.0% | · | 1.01 | 4.1 | -169.9[fluorescence artefact?] | 0.9 | 5.8 | 1.47 | 12.9
COC(=O)CNc1nc(C2CC2)nc2c1nnn2Cc1ccccc1Cl | 3.0% | 5.0 | 0.99 | -2.2 | -5.9 | 0.9 | 0.2 | 1.04 | -12.8
CCOC(=O)N1CCN(C(=O)c2ccc3nc4ccc(Cl)cc4c(=O)n3c2)CC1 | 9.0%[fluoresces] | -7.7 | 1.13 | 1.6 | -36.0 | 0.9 | 1.4 | 4.9* | 6.5
COc1cc(OC)cc(C(=O)Nc2ccc(S(=O)(=O)N(C)C)cc2)c1 | 3.0% | 7.5 | 1.02 | -4.4 | 0.9 | · | -3.2 | 1.09 | -5.5
O=C(OCc1ccc2c(c1)OCO2)c1ccc(S(=O)(=O)N2CCCC2)cc1 | 5.0% | 17.6 | 1.01 | -1.8 | -0.6 | 0.9 | -5.5 | 1.14 | 2.1
COc1ccc2c(c1OC)C(=O)NC(C)=C(C(=O)OC(C)(C)C)C2O (configuration not stated) | 1.0% | 6.9 | 1.09 | -5.2 | 6.7 | 0.9 | 3.0 | 1.14 | 0.6
O=C(O)c1cccc(C(=O)Cc2ccccc2)c1 | 2.0% | 0.4 | 1.01 | -3.1 | -5.9 | 1 | 1.7 | 1.07 | 7.3
CC(=O)Nc1nc(-c2cccs2)cs1 | 8.0% | -60.5 | 1.04 | -1.6 | -2.2 | 0.9 | 16.1 | 1.23 | 3.4
Cc1noc(C)c1S(=O)(=O)N1CCCC(C(=O)Nc2ccc(Cl)cn2)C1 (configuration not stated) | 6.0% | -6.0 | 0.99 | 3.2 | -0.6 | 0.9 | -9.5 | 1.12 | -2.7
Cc1cccc(N2C(=O)CC(Sc3nc(C)c4c(n3)CCCC4)C2=O)c1 (configuration not stated) | 2.0% | -9.1 | 0.99 | 1.6 | -1.5 | 0.8 | -19.6 | 1.02 | -5.7

Full records, looked up by structure. Order of screens: NADH coupling, 5HT1a antag, Abs 340nm, HTR1A agonist, MMP-13 inhibitor, TNAP act mid DEA, RORA act, Autofluor 339, SF-1 act
CCOC(=O)N1CCN(C(=O)c2ccc3nc4ccc(Cl)cc4c(=O)n3c2)CC1 as listed: 9.0%[fluoresces], -7.7, 1.13, 1.6, -36.0, 0.9, 1.4, 4.9*, 6.5
COc1ccc2c(c1OC)C(=O)NC(C)=C(C(=O)OC(C)(C)C)C2O (configuration not stated) as listed: 1.0%, 6.9, 1.09, -5.2, 6.7, 0.9, 3.0, 1.14, 0.6
COC(=O)CNc1nc(C2CC2)nc2c1nnn2Cc1ccccc1Cl as listed: 3.0%, 5.0, 0.99, -2.2, -5.9, 0.9, 0.2, 1.04, -12.8
COc1cc(OC)cc(C(=O)Nc2ccc(S(=O)(=O)N(C)C)cc2)c1 as listed: 3.0%, 7.5, 1.02, -4.4, 0.9, ·, -3.2, 1.09, -5.5
O=C(OCc1ccc2c(c1)OCO2)c1ccc(S(=O)(=O)N2CCCC2)cc1 as listed: 5.0%, 17.6, 1.01, -1.8, -0.6, 0.9, -5.5, 1.14, 2.1

The list goes on:
SMILES | NADH coupling | 5HT1a antag | Abs 340nm | HTR1A agonist | MMP-13 inhibitor | TNAP act mid DEA | RORA act | Autofluor 339 | SF-1 act
O=C(CC1C(=O)OCN1C(=O)OCc1ccccc1)OCC(=O)c1ccccc1 (configuration not stated) | 4.0% | 3.8 | 0.99 | 0.9 | 1.3 | 0.9 | 6.4 | 1.1 | -14.2
Cc1nnc(SCC(=O)NCCOc2ccc(Cl)cc2)n1-c1ccccc1 | 1.0% | -10.3 | 1.02 | -3.2 | -1.0 | 1 | -5.5 | 1.06 | 9.1
CCC1(C)Cc2c(sc3nc4n(c(=O)c23)CCCS4)CO1 (configuration not stated) | 6.0% | 0.9 | 1.1 | -2.3 | -2.8 | 0.9 | 15.8 | 1.2 | 0.4
CCOC(=O)CNc1c(-c2ccc(O)cc2)nc2ccccn12 | 8.0%[fluoresces] | 22.5 | 1.08 | 13.6 | -67.3[fluorescence artefact?] | 1 | 18.1 | 3.69* | 6.3
O=C(CSc1nc2c(c(=O)n1-c1ccc(Cl)cc1)SCC2)NCC1CCCO1 (configuration not stated) | 6.0% | -1.5 | 1.16 | 0.8 | 2.0 | 0.9 | -0.7 | 1.04 | -8.3
O=C(Cc1cn2ccsc2n1)NCCc1ccc(F)cc1 | 6.0% | -0.9 | 1.01 | -0.1 | 8.6 | 1 | 14.4 | 1.06 | 11.3
COc1ccc(OC)c(-n2c(SCC(=O)Nc3cc(C)on3)nnc2-c2c[nH]c3ccccc23)c1 | 3.0% | 11.4 | 0.99 | -3.0 | 1.2 | 1 | -15.9 | 1.12 | 3.1
Brc1ccccc1-c1nnc2sc(Cc3ccccc3)nn12 | 6.0% | 10.9 | 1.04 | -2.3 | 2.3 | 0.9 | 4.2 | 1.15 | 4.9
C=C(C)COc1ccc(-c2ncncc2Oc2ccc(OC)cc2)c(O)c1 | 0.0% | 16.0 | 1.11 | 1.0 | -0.2 | 0.9 | 5.5 | 1.11 | 22.6
CC1(c2ccccc2)NC(=O)N(CC(=O)N2CCOCC2)C1=O (configuration not stated) | 1.0% | -15.1 | 1.02 | 0.1 | -1.5 | 0.9 | -20.0 | 1.07 | 3.1
Cc1ccc(OCC(=O)NCC(=O)n2nc(C)cc2C)cc1 | 4.0% | · | 1.02 | 1.5 | -6.4 | 1 | -2.5 | 1.06 | 6.8
Cc1ccc(-c2nnc(-c3ccc(Br)cc3)o2)o1 | 2.0%[fluoresces] | -6.0 | 1 | -2.4 | -155.1[fluorescence artefact?] | 0.9 | 25.2 | 3.4* | 75.1*
COc1ccccc1NC(=O)CNC(=O)c1ccccc1 | 5.0% | 3.4 | 1.01 | -1.8 | 0.2 | 1 | -15.9 | 1.05 | -1.0
CC(=O)NCCCCCCNC(C)=O | 3.0% | · | 0.98 | 1.4 | -11.0 | 0.8 | 7.0 | 1 | 2.5
O=C(c1ccc(Cl)cc1)c1ccc(OCC(=O)N2CCOCC2)cc1 | 2.0% | 7.7 | 1.02 | -1.5 | 0.9 | 1 | -6.8 | 1.15 | 21.1
C=C(C)CC1Nc2ccccc2NC1CC(=C)C (configuration not stated) | 0.0% | 0.0 | 1.06 | -1.3 | -1.5 | 0.9 | 22.6 | 1.16 | 7.2
O=C(NCc1cccs1)N[C@@H](Cc1ccccc1)C(=O)O | 11.0% | -0.8 | 0.97 | -1.8 | -1.1 | 0.9 | 4.5 | 1.06 | 2.5
O=C(CC1NC2CCCCC2NC1=O)Nc1cccc(C(F)(F)F)c1 (configuration not stated) | 7.0% | 3.5 | 1.04 | -0.7 | 4.0 | 0.9 | -28.6 | 1.11 | -10.1
COc1ccc(C2C(=O)N(C3CCCCC3)CC(=O)N2Cc2ccco2)cc1 (configuration not stated) | 2.0% | -19.8 | 1 | -0.5 | 1.7 | 1 | -2.7 | 1.05 | -10.3
Cc1ccc(Cn2c(CN3CCN(C(=O)c4ccco4)CC3)nc3c2c(=O)n(C)c(=O)n3C)cc1 | 7.0% | -14.3 | 1 | 0.5 | -2.4 | 1 | 16.4 | 1.1 | 6.6
CCN1CCN(C(=O)C(NS(=O)(=O)c2ccc3nc(C)sc3c2)C(C)C)CC1 (configuration not stated) | 1.0% | 7.6 | 1.04 | -0.7 | -2.4 | 0.9 | 6.0 | 1.09 | 11.4
Cc1cc(C)c2c(-n3cccc3)c(C(=O)O)sc2n1 | 0.0% | -4.8 | 1.03 | -3.7 | -4.1 | 0.9 | -24.1 | 1.12 | -4.2
Nc1ccc2oc(=O)c3ccccc3c2c1 | 4.0% | 0.6 | 1.03 | -1.9 | -15.3 | 0.9 | -7.8 | 1.13 | 7.3
CC(=O)OC(Cn1nc(C)cc1C)c1ccccc1 (configuration not stated) | 9.0% | 6.9 | 1.03 | -2.5 | -0.2 | 0.9 | 5.3 | 1.11 | 0.8
CCCCNC(=O)C1c2cc(OC)c(OC)cc2C(=O)N(C)C1c1ccc(OC)cc1 (configuration not stated) | 3.0% | 7.2 | 1.04 | -2.0 | 5.1 | 0.9 | 7.2 | 1.03 | 13.3
CN(C)C(=O)C12CCC(C)(c3nc4ccccc4nc31)C2(C)C (configuration not stated) | 3.0% | -0.8 | 0.99 | -3.7 | 4.6 | 0.9 | -8.6 | 1.02 | 7.4
O=C(CSc1nnc(Cc2ccccc2)o1)NCCc1ccccc1 | 1.0% | -1.8 | 1.03 | 0.2 | 1.2 | 0.9 | 0.5 | 1.09 | -13.7
CC1(C)CC(=O)C(C=NCC(O)c2ccccc2)=C(O)C1 (configuration not stated) | 0.0% | · | 1.02 | -3.3 | 3.8 | 0.9 | -6.0 | 1.11 | 6.0
CC(C)c1ccc(N2CC(C(=O)Nc3nccs3)CC2=O)cc1 (configuration not stated) | 7.0% | 6.9 | 1.04 | -0.2 | 8.0 | 1 | -3.4 | 1.1 | -7.1
Cn1c(SCC(=O)NCc2cccs2)nnc1-c1cccs1 | 9.0% | 5.4 | 1.04 | -2.5 | -1.1 | 0.9 | -10.4 | 1.11 | -4.8
Cc1cc(C)n2nc(C(=O)Oc3ccc4c(c3)OCO4)nc2n1 | 5.0% | 5.0 | 1.05 | 1.0 | 9.7 | 1.1 | -9.5 | 1.15 | -11.8
CCCCCCP(=O)(O)c1ccccc1 | 0.0% | 1.0 | 1.03 | -0.2 | -2.1 | 1 | 9.8 | 1.12 | -19.0
Cc1ccccc1CN(c1ccc(C(N)=O)cc1)S(C)(=O)=O | 0.0% | -0.9 | 1.03 | -1.0 | 2.9 | 0.9 | -15.8 | 1.11 | 2.0
Cc1ccc(S(=O)(=O)N2CCN(C(=O)COC(=O)COc3ccccc3)CC2)cc1 | 5.0% | -9.1 | 1.01 | -1.8 | 1.8 | 1 | -24.9 | 0.94 | -3.3
CCc1nnc(NC(=O)C2CC(=O)N(Cc3ccco3)C2)s1 (configuration not stated) | 3.0% | -7.4 | 0.98 | -0.3 | 0.6 | 0.8 | 8.8 | 0.99 | -2.4
O=C(NCc1ccc2c(c1)OCO2)c1cccc(Cl)c1 | 7.0% | 2.1 | 1.02 | -1.6 | -1.7 | 0.9 | -14.7 | 1.06 | -7.2
O=c1ccn(Cc2ccccc2Cl)cc1 | 3.0% | 4.9 | 0.97 | -2.2 | 0.5 | 0.8 | -9.9 | 1.05 | -4.4
O=C(CSc1ccc2nnc(-c3ccc(F)cc3)n2n1)N1CCCCC1 | 3.0% | 4.5 | 1.02 | -1.9 | -1.3 | 1 | 14.6 | 1.75 | -12.6
